Assay outcomes as filed in PubChem.
aGlu spleen mod: inhibitors or activators of human alpha-glucosidase in spleen homogenate; P10253; human spleen homogenate, 4-MU-alpha-glucoside fluorescence; Potency, µM (top dose mostly 79.9 µM), inactives show at the highest dose activity change, negative = inhibition, most hits filed as inhibitors; 0.006% of 240,000 active; AID 2112;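 note: 0% = enzyme with vehicle and -100% = no enzyme basal signal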
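Human spleen homogenate (1 ug) incubated with compounds and 1 mM 4-methylumbelliferyl-alpha-D-glucopyranoside in pH 5.0 citrate/phosphate buffer, 37 C, 40 min. Stopped at pH 10; 4-MU fluorescence (Ex 365/Em 440 nm); AC50 by Hill fit.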
GAA glycogen mod: inhibitors or activators of human alpha-glucosidase glycogen cleavage; 0.38% of 300,000 active; Potency, µM (top dose mostly 76.4 µM), inactives show top-dose activity change, negative = inhibition, hits mostly inhibitors; recombinant GAA, glycogen substrate, Amplex Red glucose oxidase fluorescence; P10253;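 note: 0% = full enzyme reaction and -100% = no-enzyme basal signal; the screen sought inhibitors and activators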
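qHTS, 1536-well; enzyme 4 nM final; cpd up to 77 uM; substrate bovine liver glycogen 30 ug; 50 mM citrate/phosphate pH 5.0, 0.01% Tween-20; 37 C, 40 min; Amplex Red detection 45 min RT; Hill fit → AC50.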
GAA inh: alpha-glucosidase (human) inhibition. 0.005% of 200,000 active. AID 1466. Potency, µM (top dose mostly 76.9 µM), for the others: top-dose activity change, negative = inhibition, hits mostly inhibitors. purified human GAA, 4-MU-alpha-glucoside fluorescence;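 note: plate controls were uninhibited enzyme wells for no effect and no-enzyme background for full effect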
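Fluorescence at Ex 365/Em 440 nm from 4-methylumbelliferone reported enzyme activity after 20 min at room temperature. Reactions used 4 nM enzyme and 400 uM substrate at pH 5.0; curves fitted with the Hill equation.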
RGS12 GoLoco inh: inhibitors of human Gai1-RGS12 GoLoco interaction (red fluorophore). Gai1:RGS12 GoLoco peptide FP, rhodamine, 10 min. Potency, µM (series often up to 61.6 µM), inactives show at the highest dose activity, negative = inhibition, usual class: inhibitors. 0.44% of 230,000 active. AID 880; active = well fitted inhibition curve with a large enough effect, not every such curve was filed as active; inactive = no such curve, though single readings can be large or run the other way; note: nearly all actives have a fitted effect of over 30% in size; many of its hits are not listed in these tables
TexasRed fluor: counter-screen for TRb-SRC2 inhibitors: fluorescence interference. TRb/SRC2 Texas Red total fluorescence interference. Potency, µM (doses to about 106 µM), for the others: top-dose fluorescence change, negative = quenching. 0.29% of 280,000 active. AID 1479; active = well fitted curve in either direction with a large enough effect; inconclusive = small, poorly fitted or top-dose-only effect
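Human TRb ligand-binding domain at 0.6 uM with 20 nM Texas Red SRC2 peptide in Tris buffer containing 1 uM T3 and 5% DMSO, incubated with compound 5 h at ambient temperature. Total fluorescence (555/632 nm) calculated as parallel + 2 × perpendicular.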
TRb SRC2 PPI: inhibitors of human thyroid hormone receptor beta-SRC2 interaction; P10828; TRbeta-SRC2 peptide binding, fluorescence polarization; receptor liganded with 1 µM T3; Potency, µM (doses to about 106 µM), for inactives: at the top dose activity change, negative = inhibition, most hits filed as inhibitors; 0.065% of 280,000 active; AID 1469;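 note: plate controls were bound peptide for no effect and peptide without receptor for full effect; nearly all actives have a fitted effect of over 50% in size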
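Human TRb ligand-binding domain (0.6 uM) is mixed with 20 nM Texas Red SRC2 peptide and 1 uM T3; after compound addition and 5 hr at ambient temperature, polarization is measured and normalized to unbound and bound controls.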
RECQ1 inh: inhibitors of human RECQ1 DNA helicase; P46063; RECQ1 DNA unwinding, red fluorescence kinetic read; Potency, µM (doses to about 57.3 µM), for the others: at the top dose activity, negative = inhibition, usual class: inhibitors; 0.54% of 240,000 active; AID 2549;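 note: plate controls were vehicle for no effect and no enzyme for full effect; nearly all actives have a fitted effect of over 30% in size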
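RECQ1T1 50 nM; forked duplex (20 bp + 30-nt ss tails) 200 nM, ATP 2 mM final; pH 8.0, 2 mM MgCl2, 2.5 ug/ml poly(dI-dC); 15 min compound preincubation; discontinuous kinetic read over 2 h at RT.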
L3MBTL1 inh: blocks human L3MBTL1; Q9Y468; AlphaScreen L3MBTL1–H3K9me1 peptide binding; Potency, µM (series often up to 57.1 µM), for the others: at the highest dose activity, negative = inhibition, actives largely listed as inhibitors; 0.66% of 230,000 active; note: nearly all actives have a fitted effect of over 60% in size
Target sequence (Q9Y468 whole entry, looked up): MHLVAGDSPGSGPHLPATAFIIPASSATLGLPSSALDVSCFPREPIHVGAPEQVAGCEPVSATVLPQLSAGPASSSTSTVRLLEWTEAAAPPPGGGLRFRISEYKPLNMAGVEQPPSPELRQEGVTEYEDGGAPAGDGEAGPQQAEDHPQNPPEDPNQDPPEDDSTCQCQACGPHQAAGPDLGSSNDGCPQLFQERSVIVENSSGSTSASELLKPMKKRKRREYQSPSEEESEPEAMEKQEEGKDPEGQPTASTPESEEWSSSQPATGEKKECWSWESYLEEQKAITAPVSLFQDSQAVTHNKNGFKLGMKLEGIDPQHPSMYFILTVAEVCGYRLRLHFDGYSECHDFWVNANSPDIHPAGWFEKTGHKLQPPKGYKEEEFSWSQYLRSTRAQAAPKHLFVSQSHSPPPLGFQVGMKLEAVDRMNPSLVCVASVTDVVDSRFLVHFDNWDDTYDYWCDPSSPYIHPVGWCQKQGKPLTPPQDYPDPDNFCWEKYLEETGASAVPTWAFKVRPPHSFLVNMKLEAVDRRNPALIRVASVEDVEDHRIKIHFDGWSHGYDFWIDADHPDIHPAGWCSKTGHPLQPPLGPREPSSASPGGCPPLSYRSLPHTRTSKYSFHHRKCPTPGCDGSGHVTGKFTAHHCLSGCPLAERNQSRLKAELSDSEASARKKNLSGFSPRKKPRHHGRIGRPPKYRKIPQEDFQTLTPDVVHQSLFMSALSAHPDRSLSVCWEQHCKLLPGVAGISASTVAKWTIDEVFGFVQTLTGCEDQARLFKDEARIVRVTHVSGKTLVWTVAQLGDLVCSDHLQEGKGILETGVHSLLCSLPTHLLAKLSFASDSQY
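Displacement of a biotinylated histone H3(1-15) peptide monomethylated at Lys9 (75 nM) from L3MBTL1 (50 nM) was measured by AlphaScreen after a 30 min room-temperature compound incubation; cefsulodin titration served as intraplate control.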
Active calls of the source: *; i = inactive; ? = inconclusive; . = no result given; [ ] = another dose, or the depositor's remark. Unless noted, calls come from the whole dose curve; as a rule, active = well fitted curve in the direction sought with a large enough effect; inconclusive = small, poorly fitted or top-dose-only effect, or another doubt; inactive = no such curve, though single readings can be large; an effect the other way counts as inactive or inconclusive. Unless noted, % is set by controls: 0 for no effect and ±100 for the full control effect; potency is the fitted concentration of half-maximal effect. Some of the compounds tested; the hit share may differ from the screen's.

SMILES	aGlu spleen mod	GAA glycogen mod	GAA inh	RGS12 GoLoco inh	TexasRed fluor	TRb SRC2 PPI	RECQ1 inh	L3MBTL1 inh
Cc1cc(-c2ccccc2C(=O)NC2CCCCC2)on1	-7%	3%	-9%	-10%	-2%	1%	4%	5%
COC(=O)c1ccccc1N=Nc1c(N)[nH][nH]c1=O	-9%	-8%	.	4%	-14%	2%	-7%	-14%
C=CCOC(=O)c1ccccc1C(=O)OCC=C	-3%	.	.	-34%	0%[201 µM]	8%[201 µM]	14%	9%
CC1CCN(S(=O)(=O)c2ccc(C(=O)OCc3ccc4c(c3)OCO4)cc2)CC1	-3%	-3%	6%	13%	-1%	-4%	0%	.
CCC(=O)Nc1cccc(NC(=O)c2ccc(Br)cc2)c1	-3%	11%	1%	1%	1%	-7%	-6%	8%
CCOc1ccc(NC2=C(OC)C(=O)c3ccccc3C2=O)cc1	3%	-16%	-7%	7%	-1%	-22%	1%	25µM*
O=P(c1ccccc1)(c1ccccc1)C(c1ccccn1)P(=O)(c1ccccc1)c1ccccc1	-4%	-4%	.	-1%	1%	1%	-10%	8%
Cn1cccc1C(=O)OCC(=O)NC1CCS(=O)(=O)C1 (stereo unspecified)	-1%	8%	-5%	-5%	-1%	4%	-5%	.
CCOC(=O)C(=O)N1CCC(C(=O)OCC)CC1	4%	-2%	-11%	-6%	-4%	-2%	-5%	-5%
COc1ccc(C(=O)Nc2ncc3c(n2)-c2ccccc2CC3)cc1	-5%	5%	?	5%	-3%	3%	i	-4%
Cc1nc2ccccc2n1C1CCN(CC(=O)Nc2ccccc2Br)CC1	-6%	10%	-2%	5%	-1%	-1%	5%	-1%
C=CC1=C2C=C(C3CC3)N(C(CO)CO)C=C2C(=O)C(C)(OC(=O)c2ccco2)C1=O (stereo unspecified)	-11%[17.4 µM]	.	.	-7%[14.2 µM]	-2%[11.2 µM]	-1%[11.2 µM]	14%[11.5 µM]	.
Cc1ccc(/C=N/n2c(C)cc(C)c(C#N)c2=O)cc1	-1%	-17%	4%	-6%	3%	-8%	-3%	2%
CC(C)NC(=O)c1ccc(CS(=O)(=O)c2ccc(Br)cc2)o1	5%	-7%	-10%[15.4 µM]	5%	1%	0%	-10%	7%
O=C1CC(c2cccc(Cl)c2)c2cc3c(cc2N1)CCC3 (stereo unspecified)	-3%	-2%	-8%	5%	-1%	1%	-10%	-1%
CC1(C)CC(=O)C/C(=N/NC(=O)COc2ccc(Cl)cc2Cl)C1	-1%	-21%	.	3%	-7%	-3%	-1%	-10%
COC(=O)[C@@]1(Cc2ccccc2)[C@H]2c3cc(C(=O)N(C)C)n(C[C@H](O)CO)c3C[C@H]2CN1C(=O)c1ccccc1	-7%	.	.	9%	-1%	2%	2%	.
COc1ccc(CSCC(=O)Nc2ccc(S(=O)(=O)N3CCCCCC3)cc2)cc1	1%	-15%	-7%	-4%	-1%	-8%	-20%	-9%
CCN1CCN(c2ncnc3c2sc2nc(N4CCOCC4)c4c(c23)CCC4)CC1	0%	-6%	0%	7%	-1%	7%	0%	.
O=C(NCCC1=CCCCC1)C1CCCN(S(=O)(=O)c2ccc(F)cc2)C1 (stereo unspecified)	-17%	4%	3%	1%	-1%	-3%	-10%	6%
O=c1[nH][nH]c2ccccc2c1=O	-7%	0%	.	8%	1%	6%	-3%	-29%
O=C(NCc1ccc(F)cc1)C(=O)Nc1nc(C23CC4CC(CC(C4)C2)C3)cs1	2%	-7%	5%	11%	0%	-9%	-1%	-3%
C(=N\N(Cc1ccccc1)c1ccccc1)/c1cccnc1	4%	-26%	-12%	5%	-1%	-1%	i	.
C=CCn1c(COC)nnc1SCC(=O)c1ccc(F)cc1	-5%	13%	3%	-7%	-8%	-1%	-2%	-4%[11.4 µM]
O=c1ccnc(Sc2ncccc2[N+](=O)[O-])[nH]1	1%	0%	-1%	-2%	0%	4%	i	10%
Cc1ccc(C(c2nnnn2CCc2ccccc2)N2CCSCC2)cc1 (stereo unspecified)	-1%	-3%	-9%	-2%	-7%	-8%	0%	.
Cc1nn(-c2nnc(NC3CCCCC3)nn2)c(C)c1Br	3%	1%	-5%	-1%	-5%	5%	-5%	?
CCOC(=O)Cc1cnc(NC(=O)CSc2nc3ncnc(N)c3[nH]2)s1	5%	-2%	-4%	3%	-2%	-7%	-5%	12%
Cc1ccc(Oc2ncccc2/C=N/OCc2ccc(Cl)cc2Cl)cc1	2%	-8%	-9%	4%	1%	-5%	-12%	0%
CCNC(=S)Nc1nc2c(cc1C(=O)OCC)CCCC2	-18%	8%	-7%	-5%	0%	-7%	-1%	26%
COc1ccc(C(=O)Nc2cnn(Cc3ccc(Cl)cc3)c2)cc1OC	1%	9%	-2%	7%	-2%	-2%	-5%	1%
O=C(CCc1ccccc1)NNC(=O)C1CCCCC1	-3%	4%	4%	12%	0%	-5%	-14%	3%
CC(C)Oc1ccc(-c2cc(=O)[nH]c(=O)[nH]2)cc1	-15%	-1%	2%	4%	-1%	3%	3%	-1%
COC(=O)c1cc(-c2ccccc2)sc1N	1%	?	-1%	2%	-8%	-2%	-2%	.
CC(=Nc1ccccc1)C1=C(O)CC(C)(C)CC1=O	7%	1%	1%	8%	2%	3%	i	.
CCOC(=O)Cc1csc(SCC(=O)Nc2cccc(C#N)c2)n1	0%	3%	9%	10%	0%	1%	-4%	-3%

Sorted by formula weight (smallest number first): part of the list above.
SMILES	aGlu spleen mod	GAA glycogen mod	GAA inh	RGS12 GoLoco inh	TexasRed fluor	TRb SRC2 PPI	RECQ1 inh	L3MBTL1 inh
CC(C)Oc1ccc(-c2cc(=O)[nH]c(=O)[nH]2)cc1	-15%	-1%	2%	4%	-1%	3%	3%	-1%
CC(=Nc1ccccc1)C1=C(O)CC(C)(C)CC1=O	7%	1%	1%	8%	2%	3%	i	.
O=C(CCc1ccccc1)NNC(=O)C1CCCCC1	-3%	4%	4%	12%	0%	-5%	-14%	3%

More structures follow:
SMILES	aGlu spleen mod	GAA glycogen mod	GAA inh	RGS12 GoLoco inh	TexasRed fluor	TRb SRC2 PPI	RECQ1 inh	L3MBTL1 inh
COc1ccccc1OCC(=O)NCc1cccs1	4%	1%	?	8%	1%	3%	-3%	-3%
CC(=O)n1nc2nc(C)cc(C)c2c1N	-2%	-10%	-4%	2%	3%	6%	-16%	0%
CC(C)C(NC(=O)C1CCCCC1)C(=O)NC1=NCCS1 (stereo unspecified)	2%	4%	0%	4%	-6%	7%	-12%	.
COc1ccc(C2CC(c3ccccc3)=NN2C(=O)CSc2ncn[nH]2)cc1 (stereo unspecified)	5%	-20%	-1%	19%	-1%	-9%	0%	-14%
Cc1cccc(C)c1OCC(O)CN1CCN(c2ccccn2)CC1 (stereo unspecified)	4%	13%	11%	6%	6%	-2%	i	1%
N#CCC(=O)Nc1ccc(C(=O)NCc2ccccn2)cc1	4%	4%	-3%	4%	0%	-4%	-17%	-15%
COc1ccc(C(=O)Oc2ccc3c(C)cc(=O)oc3c2C(C)=O)cc1	-3%	-4%	?	22%	2%	4%	-15%	6%
O=C1CN(c2nc(-c3ccccc3)c3ccccc3n2)c2ccccc2N1	-2%	0%	-1%	10%	-4%	-4%	-2%	5%
COCCN(C(=O)C1CC1)c1nnc(-c2cccc(C)c2)s1	8%	-9%	-8%	-3%	-3%	4%	-10%	2%
O=C(Nc1cccc(S(=O)(=O)Nc2ccc(Cl)cc2)c1)c1ccc(Cl)nc1	2%	6%	-10%	.	0%	-3%	-1%	2%
CCOc1ccc(NC(=O)c2cccnc2C(=O)O)cc1	10%	-20%	?	21%	-1%	4%	7%	-6%
Cc1cc(=O)oc(C)c1C(=O)Nc1c(C)n(C)n(-c2ccccc2)c1=O	2%	-8%	1%	4%	-1%	-1%	-3%	2%
COc1ccc(C(=O)Nc2cccc(C(C)=O)c2)cc1S(=O)(=O)N1CCOCC1	-11%	-7%	-10%	3%	-3%	-12%	-1%	3%
CCn1c(SCC(=O)Nc2ccc3c(c2)OCO3)nc2c(c1=O)SC(C)C2 (stereo unspecified)	-5%	-6%	0%	4%	0%	7%	0%	-3%
CCOC(=O)N/N=C1/C[C@@H](O)[C@@H](O)[C@@H]2[C@@H]3C(=O)N(C[C@@H]4CCCO4)C(=O)[C@H]3CC[C@@H]12	-5%[17.4 µM]	.	.	.	3%[11.2 µM]	-7%[11.2 µM]	-8%[11.5 µM]	.
O=c1nc2ccccc2c(NS(=O)(=O)c2ccc(Cl)cc2)n1-c1ccccc1	0%	1%	?	7%	-7%	-4%	-3%	-8%
CC(=O)Nc1ccc(S(=O)(=O)NCC(=O)OCc2ccccc2)cc1	-12%	2%	3%	-3%	1%	-5%	-2%	5%
Clc1ccc(Cn2c(CN3CCCC3)nc3ccccc32)cc1	2%	-2%	0%[15.4 µM]	12%	0%	8%	-4%	-28%
Cc1c(C(=O)O/N=C(\N)c2ccccn2)cccc1[N+](=O)[O-]	0%	1%	.	-2%	-1%	3%	-6%	5%
Cc1ccc(-n2c(C)cc(C)c(C#N)c2=O)cc1C	-14%	-5%	-3%	13%	-7%	-4%	-13%	1%
O=C(O)CCN1CCc2ccccc2C1c1cccs1 (stereo unspecified)	-10%	-2%	-9%	7%	-6%	0%	10%	7%
c1ccc(Nc2nc(N3CCCCC3)nc(N3CCCCC3)n2)cc1	-5%	-2%	-2%	4%	-2%	-5%	1%	.
COc1cc(CC(NC(C)=O)C(=O)NC2CCN(C(=O)Nc3ccccc3Cl)CC2)cc(OC)c1 (stereo unspecified)	7%	-11%	11%	10%	-1%[53 µM]	-3%[53 µM]	-8%	9%
COC(=O)c1ccc2c(=O)n(-c3ccc(OC)cc3)c(=S)[nH]c2c1	.	5%	-8%	20%	1%	3%	i	-8%
O=C(N1CCOCC1)N1CCN(c2ccccn2)CC1	2%	-9%	-2%	7%	-2%	-1%	-11%	.
